High-throughput results (PubChem)
PLC-beta3 inh – human PLC-beta3 inhibitors, primary screen, biochemical, fluorescence. Purified PLC-beta3, fluorogenic substrate. inhibition, % at 12.2 µM. 0.18% of 370,000 active; in the data active = inhibition above about 11%;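 also: 0% = median of compound wells on plate and 100% = full blocker control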
Tn7 DDE FP – inhibitors of Tn7 peptide binding to fibrin DD(E), primary screen, biochemical, fluorescence polarization, human fibrin, Tn7 probe | Fibrinogen beta chain (Homo sapiens), P02675 | 0.13% of 370,000 active | AID 720508, 2013 | inhibition, % at 8.3 µM | FP displacement of FITC-Tn7 peptide from fibrin DD(E); 0% = median of compound wells per plate;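 active = inhibition above the mean of compounds falling within the control limits plus 3 SD of them, cut at about 14% in these data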;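 also: 0% = plate median of compound wells and 100% = 10 µM Aha-Tn7 peptide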
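system = human fibrin DD(E) protein | quantity = DD(E) 2 µM final | medium = Tris/NaCl/CaCl2 buffer, pH 7.8 | also added = labelled Tn7 tracer, 0.1 µM | compound dosing = single point at 8.3 µM | timing = compound with protein 10 min, then 3 h after probe, room temperature | signal = FP measurement | benchmarks = Aha-Tn7 high control | repeats = one replicate per compound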
ARFGAP1 inhibitor – inhibitors of rat ARFGAP1 GAP activity, primary screen, biochemical, fluorescence polarization, GDP tracer | inhibition, % at 16.5 µM | Arfgap1-stimulated ARF1 GTP hydrolysis, GDP FP detection | AID 651572, 2012 | 0.26% of 360,000 active | ADP-ribosylation factor GTPase-activating protein 1 (Rattus norvegicus), Q62848;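 active = inhibition above a per-plate limit, mean inhibition of low control wells plus 3 SD, cut at about 25% in these data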;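 also: 0% = DMSO wells with enzyme and 100% = wells lacking Arfgap1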
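System: truncated rat Arfgap1 GAP domain / Medium: HEPES-based buffer, pH 7.5 / Also added: N-terminally truncated human ARF1-GTP substrate / Incubation: enzyme reaction 120 min at 25 °C after 20 min preincubation / Measured by: FP of antibody-bound GDP Alexa 633 tracer, ex 620/em 688 nm / Replicates: singlicate, each compound tested once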
ASAP1 GAP inh – inhibitors of human ASAP1 ArfGAP activity, primary screen, biochemical, fluorescence polarization | inhibition, % at 16.5 µM | ASAP1-stimulated ARF1 GTP hydrolysis, GDP FP detection | Arf-GAP with SH3 domain, ANK repeat and PH domain-containing protein 1 (Homo sapiens), … | 0.19% of 360,000 active; in the data active = inhibition above about 25%;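 also: 0% = vehicle with enzyme and substrate and 100% = no enzyme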
KLK7 zymogen act – proKLK7 zymogen activators, primary screen, biochemical, fluorescence intensity | Kallikrein-7 (Homo sapiens), P49862 | activation, % at 7 µM | purified proKLK7, EDANS-DABCYL substrate fluorescence; 100% is mature enzyme control, 0% vehicle | AID 652039, 2013 | 0.9% of 370,000 active;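 active = activation above the mean of all tested compounds plus 3 SD, computed per campaign excluding outliers beyond control limits, cut at about 13% in these data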
MBD2 DNA inh – inhibitors of MBD2 binding to methylated DNA, primary screen, biochemical, TR-FRET, DNA-binding domain, human | MBD2 binding to methylated oligonucleotide | inhibition, % at 4.4 µM | 0.31% of 370,000 active; in the data active = inhibition above about 13%
UHRF1 MBD2 ctr – UHRF1 methylated DNA binding inhibitors, primary screen, counter-screen for MBD2 inhibitor project, biochemical, TR-FRET, human UHRF1, single concentration | E3 ubiquitin-protein ligase UHRF1 (Homo sapiens), Q96T88 | UHRF1 binding to methylated oligo | inhibition, % at 4.4 µM | 0.75% of 370,000 active; in the data active = inhibition above about 21%;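 also: UHRF1 SRA domain binding a hemimethylated CpG hairpin DNA probe; 0% = median of test compound wells and 100% = reference inhibitor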
DDE Tn6 FP inh – inhibitors of Tn6 peptide binding to fibrin DD(E), primary screen, biochemical, fluorescence polarization, human fibrin, Tn6 probe; Fibrinogen beta chain (Homo sapiens), P02675; Fibrin DD(E) TRITC-Tn6 fluorescence polarization displacement; 0.21% of 370,000 active; inhibition, % at 8.3 µM;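 active = inhibition above a per-campaign cutoff: mean of compounds within control limits plus 3 SD, cut at about 15% in these data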;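 also: 0% = median of all compound wells on the plate and 100% = blocking peptide control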
ADAM17 inh – ADAM17 inhibitors, primary screen, biochemical, QFRET | 0.83% of 370,000 active | inhibition, % at 6.95 µM | recombinant ADAM17, EDANS/DABCYL FRET peptide cleavage | AID 720648, 2013;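 active = inhibition above the mean of compounds lying between control limits plus 3 SD, set per campaign, cut at about 8.5% in these data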;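 also: 0% = DMSO-only wells as the low control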
PLC-gamma1 inh – PLC-gamma1 enzyme inhibitors, primary screen, biochemical, fluorescence, purified enzyme | inhibition, % at 12.2 µM | 1-phosphatidylinositol 4,5-bisphosphate phosphodiesterase gamma-1 (Homo sapiens), P19174 | 0.84% of 370,000 active | fluorogenic substrate; in the data active = inhibition above about 9.5%
Target sequence (P19174 whole entry, looked up): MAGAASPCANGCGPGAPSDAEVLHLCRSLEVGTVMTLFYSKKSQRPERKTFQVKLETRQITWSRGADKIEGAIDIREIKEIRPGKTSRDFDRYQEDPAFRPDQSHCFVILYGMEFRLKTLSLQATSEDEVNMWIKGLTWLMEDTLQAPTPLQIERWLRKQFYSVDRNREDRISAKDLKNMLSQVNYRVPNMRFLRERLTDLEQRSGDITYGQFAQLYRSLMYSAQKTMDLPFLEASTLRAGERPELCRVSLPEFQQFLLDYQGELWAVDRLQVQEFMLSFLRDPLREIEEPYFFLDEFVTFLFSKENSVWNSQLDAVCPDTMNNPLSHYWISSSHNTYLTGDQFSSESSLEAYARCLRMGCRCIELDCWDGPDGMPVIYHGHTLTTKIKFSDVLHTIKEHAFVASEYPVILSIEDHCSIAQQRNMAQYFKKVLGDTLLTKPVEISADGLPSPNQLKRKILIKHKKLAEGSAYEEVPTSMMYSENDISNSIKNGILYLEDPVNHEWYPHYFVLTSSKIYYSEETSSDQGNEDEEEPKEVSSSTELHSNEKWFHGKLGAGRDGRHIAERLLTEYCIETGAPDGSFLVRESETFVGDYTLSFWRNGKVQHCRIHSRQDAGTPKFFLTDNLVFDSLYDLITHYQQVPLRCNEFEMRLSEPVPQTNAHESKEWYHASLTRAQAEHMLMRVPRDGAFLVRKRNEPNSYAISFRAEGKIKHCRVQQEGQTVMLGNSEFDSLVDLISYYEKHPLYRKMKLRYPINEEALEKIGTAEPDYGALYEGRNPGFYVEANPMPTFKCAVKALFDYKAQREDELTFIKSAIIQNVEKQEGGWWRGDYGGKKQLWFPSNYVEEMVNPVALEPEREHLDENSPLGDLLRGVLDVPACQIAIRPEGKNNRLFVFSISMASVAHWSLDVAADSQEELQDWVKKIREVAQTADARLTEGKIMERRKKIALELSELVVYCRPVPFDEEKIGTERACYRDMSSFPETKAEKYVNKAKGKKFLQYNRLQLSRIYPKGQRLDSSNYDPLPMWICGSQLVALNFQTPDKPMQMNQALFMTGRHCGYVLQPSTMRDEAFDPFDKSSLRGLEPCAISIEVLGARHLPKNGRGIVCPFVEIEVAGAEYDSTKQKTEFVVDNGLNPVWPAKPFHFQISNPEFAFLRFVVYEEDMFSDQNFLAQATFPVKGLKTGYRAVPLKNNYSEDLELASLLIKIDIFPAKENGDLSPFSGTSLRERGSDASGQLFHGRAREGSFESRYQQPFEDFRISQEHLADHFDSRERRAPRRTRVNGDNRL
* = called active by the depositor.

SMILES	PLC-beta3 inh	Tn7 DDE FP	ARFGAP1 inhibitor	ASAP1 GAP inh	KLK7 zymogen act	MBD2 DNA inh	UHRF1 MBD2 ctr	DDE Tn6 FP inh	ADAM17 inh	PLC-gamma1 inh
CCCCCCCn1c(=O)c(C(=O)OC)c(N)c2ccccc21	-5	-4	5	-11	-0.4	2	6	1	-4	-2
O=C(c1cccc(Cl)c1)N1CCN(Cc2ccc3c(c2)OCO3)CC1	-1	-2	8	-5	-0.6	3	6	0	-3	-1
C=CCS/C(N)=N\N=C\c1cc(Br)cc([N+](=O)[O-])c1O	-14	-2	4	7	-0.7	3	0	2	-4	-2
COc1ccc(CCNC(=O)c2c(O)c3cccc4c3n(c2=O)CC4)cc1	-1	-10	15	5	0.7	2	0	-9	-2	0
O=C(CSc1nnc(NC2CCCCC2)s1)Nc1ccc2c(c1)C(=O)c1ccccc1C2=O	2	-1	-2	13	0.2	-2	0	0	2	5
O=S(=O)(c1ccc2c(c1)CCCC2)N1CCNCC1	-2	-2	-7	-5	0.3	-6	1	6	-2	1
CCOC(=O)N1CCN(C(=O)c2ccc([N+](=O)[O-])cc2Cl)CC1	-2	-7	13	22	0.4	1	-2	-13	0	1
CCC(C)(C)c1ccc(OC(=O)c2cccnc2Cl)cc1	-4	-2	0	4	0.1	4	1	1	1	0
COc1ccccc1N1CCN(C(=O)Nc2cccc(Cl)c2)CC1	2	4	-5	3	0.7	0	0	0	0	4
O=C1C(CN2CCCC2)CCCC1CN1CCCC1 (configuration not stated)	-1	-2	2	-16	-0.2	6	1	-7	-5	-3
COCCNc1nnc(SCC(=O)Nc2cc(-c3ccccc3)nn2-c2ccccc2)s1	-4	-4	6	-6	-0.7	0	1	-2	-3	-2
CC1=C(C(=O)N2CCN(c3cc(C)ccc3C)CC2)C2(CCCCC2)OC1=O	0	6	-4	4	0.0	-3	1	4	0	1
CCCCCOC(=O)c1[nH]c2c(c1C)C(=O)C(C(=O)OC)C(C)C2 (configuration not stated)	6	-6	8	10	0.5	0	8	-9	3	7
COC(=O)c1c(NC(=O)c2ccc(C)cc2)csc1C	1	-1	5	-2	0.4	2	-2	0	-4	2
CCS(=O)(=O)c1ccc(N)cc1	-8	2	0	-2	-0.2	-1	-2	1	-4	1
O=C(CSc1ccccc1C(=O)O)NCc1ccccc1	0	2	-1	5	-0.4	6	4	-3	-7	-1
CC(=O)n1c(Cl)c(NC(=O)CCl)c2ccccc21	3	2	7	-8	-0.3	-6	8	1	0	0
O=Cc1cn(-c2ccc(F)cc2)c2ccccc12	1	-1	-5	9	0.4	0	1	-4	2	3
COc1ccc(NCC(=O)Nc2cccc(S(=O)(=O)N3CCCC3)c2)cc1Cl	-1	7	-1	2	-0.1	-2	26*	1	5	-1
COc1cc(OC)c2c(=O)cc(-c3ccccc3)oc2c1	-464	2	-2	-5	7.1	2	-20	5	-78	-376
C=CCn1c(C)nnc1SCC(=O)N1c2ccccc2NC(=O)C1(C)C	2	6	5	-19	-0.1	4	-4	2	-3	-1
C[C@H](CO)N1C[C@H](C)[C@@H](CN(C)C(=O)CCC(F)(F)F)OCc2cn(nn2)CCCC1=O	1	-3	-5	7	-0.6	-5	0	2	-2	3
O=S(=O)(Nc1ccccc1)c1ccc(F)cc1	1	7	-8	0	0.2	-2	0	-2	0	-4
CCOc1ccc(C(CC(=O)O)NC(=O)COc2ccccc2OC)cc1OC (configuration not stated)	9	-1	7	1	0.0	-1	2	1	3	6
O=C(NC(=S)NC1CCC(O)CC1)c1ccco1 (configuration not stated)	-4	6	9	-8	-0.8	7	17	5	-4	1
O=C(CCCN1C(=O)c2cccc3cccc(c23)C1=O)N1CCN(c2ccccc2O)CC1	-1	9	4	1	0.4	-9	-8	0	-16	0
COCCCNC(=O)Cn1c(=O)n(CC(=O)NCCc2ccc(OC)c(OC)c2)c(=O)c2sccc21	-5	4	-8	-3	0.4	3	0	3	-1	-1
CC(C)N(C(=O)CSc1nnc(NC2CC2)s1)c1ccccc1	-2	-3	4	-8	0.0	-3	-2	-2	-5	-1
COc1cccc(Cn2cc(C(=O)NCCN(C)C)nn2)c1	-2	2	4	-20	-0.5	-2	1	6	-2	2
CCOc1ccc(N(C)S(=O)(=O)c2ccc3[nH]cc(C(=O)NCCCOC)c(=O)c3c2)cc1	-4	-1	-5	-3	-0.3	1	-1	3	0	3
CCOc1ccccc1/C=N/NC(=O)Cc1csc(Nc2cccc(C(F)(F)F)c2)n1	-4	5	13	1	-0.5	-9	-2	6	7	0
COc1cc(C(=O)NCc2nnc(SCC(=O)NC3CCCCC3)o2)cc(OC)c1OC	-7	4	-2	1	-0.5	1	1	-2	1	-2
C#CCOC(=O)c1ccccc1C(=O)O	-1	1	1	1	-0.2	-2	0	5	1	-2
COc1cc(NC(=O)c2noc(C)c2[N+](=O)[O-])c(OC)cc1Cl	-3	4	7	-17	-0.6	6	20	5	2	3
CCCN(CCC)CC(O)CN1C(=O)NC(C)(C)C1=O (configuration not stated)	-12	-6	-9	-8	-0.9	1	-1	-4	-2	-11
CCN1CNC(=S)N(c2cc(C)ccc2C)C1	-2	-1	2	-5	0.3	3	-2	2	-2	-1
CCCNC(=O)c1cc(C2CCCN(C(=O)C3CC3)C2)on1 (configuration not stated)	5	2	6	-12	-0.1	1	-1	2	-2	1
COc1ccc(-c2nnn(CC(=O)N3CCN(c4ccccc4OC)CC3)n2)cc1OC	-10	9	3	-7	0.0	3	1	-2	-5	0
CN1CCN(/N=C/c2nc(-c3ccccc3Cl)n3ccccc23)CC1	-132	-1	-10	3	2.6	-2	-7	-7	-6	-115
COc1cc(C(=O)NNC(=O)C2CCC2)cc(OC)c1OC	-4	6	2	-29	-0.5	-2	-2	1	-5	0
Cc1cccc(CC2CC(=O)N(c3nc4ccccc4s3)C2=O)c1 (configuration not stated)	-5	0	-5	6	0.2	4	-2	2	0	-2
CCOC(=O)c1c(NC(=O)COc2ncnc3ccccc23)sc(C)c1CC	-6	-9	12	6	-0.1	1	0	-4	6	1
CCC(CC)C(=O)Nc1c(C)n(C)n(-c2ccccc2)c1=O	-2	-1	-8	-5	0.0	-2	3	-7	4	1
COc1ccc(C(CNC(=O)c2ccc(C)c(S(=O)(=O)N3CCOCC3)c2)N2CCCC2)cc1 (configuration not stated)	-15	-9	-12	3	0.0	4	6	-8	0	10*
COc1ccccc1/C=N/NC(=O)CSc1cc(C)nc2ccccc12	3	-6	13	5	-0.8	1	3	-2	2	0
O=C1CC(Sc2ncn[nH]2)C(=O)N1c1ccccc1 (configuration not stated)	-1	-2	-14	-11	-0.4	1	3	-1	-4	-1
COc1ccc([N+](=O)[O-])cc1NC(=O)C(C)OC(=O)CSC(C)C(=O)Nc1cc(C)on1 (configuration not stated)	4	-1	-6	-13	0.0	-5	-4	-3	4	10*
Cn1cc(CNCCCn2ncc3ccccc32)c(-c2ccccc2F)n1	-7	2	1	-4	-0.5	-5	1	0	-6	-1
O=C(CCCSc1nc2ccccc2s1)NCc1ccc2c(c1)OCO2	0	7	2	-6	-0.1	1	-1	5	4	-2
COc1cc(/C=C/C(=O)c2c(O)ccc3c(C)cc(=O)oc23)ccc1O	-13	1	-4	-13	0.2	0	0	0	0	-17

Only MBD2 DNA inh (three entries from above):
| Structure | MBD2 DNA inh |
| --- | --- |
| Cn1cc(CNCCCn2ncc3ccccc32)c(-c2ccccc2F)n1 | -5 |
| Cc1cccc(CC2CC(=O)N(c3nc4ccccc4s3)C2=O)c1 (configuration not stated) | 4 |
| COc1cc(/C=C/C(=O)c2c(O)ccc3c(C)cc(=O)oc23)ccc1O | 0 |

(cont.)
SMILES	PLC-beta3 inh	Tn7 DDE FP	ARFGAP1 inhibitor	ASAP1 GAP inh	KLK7 zymogen act	MBD2 DNA inh	UHRF1 MBD2 ctr	DDE Tn6 FP inh	ADAM17 inh	PLC-gamma1 inh
COC(=O)Nc1ncc(CN2CCCCC2)s1	-1	-2	-10	-6	0.7	9	-1	-3	-6	-1
CCOC(=O)c1cnc2c(cnn2C)c1NCCCN(C)C	5	8	0	10	0.3	-4	-1	1	-2	-1
COC(=O)c1cc(S(=O)(=O)N2CCC(c3ccccc3)C2)c[nH]1 (configuration not stated)	-17	-2	1	-9	-0.2	5	0	-8	-2	2
COc1cccc(NC(=O)CSc2ccc(-c3sc(C)nc3C)nn2)c1	-1	-9	-3	11	0.1	-4	0	-1	1	-2
CC(Oc1cc2oc(=O)c3c(c2cc1Cl)CCC3)C(=O)N1C[C@H]2C[C@@H](C1)c1cccc(=O)n1C2 (some centres not stated)	-75	-1	0	-9	1.7	3	-4	-3	-231	-59
Cc1ccc(-c2nc3cc(NC(=O)C(C)C)ccc3o2)cc1C	-13	-3	6	6	-0.2	-4	-4	3	-19	-11
CCC(C)[C@H]1CNC(=O)C(=O)N1CC(C)(C)C (some centres not stated)	1	1	11	2	-0.5	-2	1	0	-1	2
S=c1[nH]nc(Cc2n[nH]c(=S)n2-c2ccccc2)n1-c1ccccc1	-4	0	-8	-16	-0.6	4	1	1	-4	-6
O=C(COc1ccccc1F)N1N=C(c2cccs2)CC1c1ccco1 (configuration not stated)	-38	-5	2	7	-0.2	4	5	-7	-9	-22
O=C(CCNC(=O)c1ccc([N+](=O)[O-])cc1)NCCC1=CCCCC1	2	1	-8	6	-0.6	6	3	-7	-7	0
O=c1ccnc(Sc2ncccc2[N+](=O)[O-])[nH]1	1	-2	-9	-6	-0.5	4	1	3	-2	-1
CN(C(=O)c1ccc(C#N)cc1)c1nnc(-c2ccccn2)s1	1	5	6	-6	3.3	0	-1	-3	-14	1
CCCCCCN=CC1=C(O)C(C(=O)OC)C(C)(C)CC1=O (configuration not stated)	4	-2	6	5	-0.2	-2	3	0	-2	1
O=C(NCCC1=CCCCC1)C(=O)NCc1ccccc1Cl	-1	9	-6	-9	0.0	1	-3	13	1	1
